AMA1-RON2 inh = disrupts binding of P. falciparum AMA1 to RON2 | AlphaScreen AMA1-biotinylated RON2 peptide binding | Potency, µM (highest dose often 58.2 µM), inactives show at the highest dose activity change, negative = inhibition, hits mostly inhibitors | 0.2% of 360,000 active;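 also: potency is read from the fitted curve at half-maximal effect; 0% = vehicle wells and -100% = peptide control; nearly all actives have a fitted effect of over 45% in size; some results filed as inactive show a strong effect at the top dose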
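AMA1 (3D7) with his tag at 25 nM final met compounds first, then biotinylated RON2 peptide at 25 nM; detection used donor plus acceptor beads, 10 µg/mL apiece, read by AlphaScreen after 30 min at room temperature.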
AmpC inh detg = AmpC beta-lactamase inhibition with detergent present; P00811; AmpC hydrolysis of nitrocefin, absorbance 480 nm, 0.01% Triton; Potency, µM (highest dose often 114 µM), for the others: top-dose activity change, negative = inhibition, hits mostly inhibitors; 0.041% of 370,000 active; AID 485294;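 also: potency is read from the fitted curve at half-maximal effect; 0% = no-compound wells and -100% = no-enzyme wells; nearly all actives have a fitted effect of over 25% in size; some results filed as inactive show a strong effect at the top dose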
Target sequence (P00811 whole entry, looked up): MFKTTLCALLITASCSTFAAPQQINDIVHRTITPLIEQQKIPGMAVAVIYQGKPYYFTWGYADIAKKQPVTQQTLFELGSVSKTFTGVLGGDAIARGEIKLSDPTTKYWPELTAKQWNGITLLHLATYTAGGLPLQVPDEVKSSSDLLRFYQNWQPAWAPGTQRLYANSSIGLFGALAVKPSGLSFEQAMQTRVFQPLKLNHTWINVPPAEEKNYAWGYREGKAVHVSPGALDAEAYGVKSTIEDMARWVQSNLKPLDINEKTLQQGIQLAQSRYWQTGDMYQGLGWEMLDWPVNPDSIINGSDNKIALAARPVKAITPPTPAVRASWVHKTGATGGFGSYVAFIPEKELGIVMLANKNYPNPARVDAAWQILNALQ
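20 mM phosphate pH 7.0 + 0.01% (detergent screen) or 0.0001% Triton X-100; 5.3 nM AmpC reagent; cpd preinc 15 min RT; nitrocefin (800 uM stock) to start; A480 q20 s × 4 min; Activity was normalised to no-enzyme and no-compound control wells.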
Giardia FBPA inh = inhibitors of Giardia lamblia fructose-1,6-bisphosphate aldolase; A8B2U2; 0.71% of 290,000 active; purified Giardia FBPA; Potency, µM (doses to about 59.6 µM), without a hit: at the top dose activity, negative = inhibition, hits mostly inhibitors; also: potency is read from the fitted curve at half-maximal effect; nearly all actives have a fitted effect of over 55% in size
Target sequence (A8B2U2 whole entry, looked up): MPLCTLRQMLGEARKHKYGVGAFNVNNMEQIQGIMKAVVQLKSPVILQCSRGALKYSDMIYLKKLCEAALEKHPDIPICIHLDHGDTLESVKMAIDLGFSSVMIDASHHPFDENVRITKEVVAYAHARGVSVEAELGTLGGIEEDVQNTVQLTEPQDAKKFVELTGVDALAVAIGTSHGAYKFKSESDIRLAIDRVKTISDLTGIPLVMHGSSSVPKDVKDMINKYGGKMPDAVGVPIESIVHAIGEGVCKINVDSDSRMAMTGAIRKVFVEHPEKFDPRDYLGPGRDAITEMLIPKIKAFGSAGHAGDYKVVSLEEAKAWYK
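Giardia FBPA (40 nM reagent) was preincubated 10 min at RT with compound (up to 57.5 uM final), then substrate plus GAPDH/TPI/NAD/arsenate coupling system with diaphorase/resazurin was added; resorufin fluorescence (525/598 nm) was read after 20 min.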
Sm TGR block = blocks Schistosoma mansoni thioredoxin glutathione reductase | 3% of 360,000 active | purified TGR, DTNB reduction, TNB absorbance 405 nm | Potency, µM (doses to about 114 µM), without a hit: at the top dose activity change, negative = inhibition, most hits filed as inhibitors | Q962Y6 | AID 485364; also: potency is read from the fitted curve at half-maximal effect; nearly all actives have a fitted effect of over 60% in size
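TGR 20 nM + NADPH 100 uM (dispensed conc.), cpd preinc 15 min RT; start with NADPH (500 uM addition) then DTNB (15 mM addition). Kinetic TNB absorbance, 405 nm filter. Four-parameter Hill fit across titration.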
AmpC inh no detg = inhibitors of E. coli AmpC beta-lactamase without detergent | P00811 | AmpC nitrocefin hydrolysis, absorbance 480 nm, 0.0001% Triton | Potency, µM (top dose mostly 57.1 µM), without a hit: at the highest dose activity change, negative = inhibition, hits mostly inhibitors | 0.52% of 330,000 active;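 also: potency is read from the fitted curve at half-maximal effect; plate controls were no compound for no effect and no enzyme for full effect; nearly all actives have a fitted effect of over 20% in size; some results filed as inactive show a strong effect at the top dose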
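AmpC (5.3 nM in the dispensed reagent) in 20 mM phosphate pH 7.0 with 0.01% (detergent screen) or 0.0001% Triton X-100 was preincubated with compounds for 15 min at room temperature. Nitrocefin was then added from an 800 uM solution, and hydrolysis was followed at 480 nm.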
HCMV antiviral = inhibitors of human cytomegalovirus; HFF cells, HCMV-luciferase reporter, 72 h; stronger effect = lower value; activity change, negative = inhibition, % at 57.5 µM; 4.5% of 410,000 active; AID 1259415; in the data active = activity change below about -60%; inconclusive = no clear call, values can overlap the other calls; inactive = above about -39%
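Two compound doses tested in HFFs infected with HCMV-luciferase, MOI 1 PFU/cell, 72 h at 37C. Lysate luminescence read with OneGlo; data normalized against buffer-only and 10uM Salinomycin inhibitor controls.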
* hit, by the source's call; ? = inconclusive; . = no result given; [ ] = remark or other dose. Unless noted, calls follow the shape of the dose curve; as a rule, active = well fitted curve in the direction sought with a large enough effect; inconclusive = small, poorly fitted or top-dose-only effect, or another doubt; inactive = no such curve, though single readings can be large; an effect the other way counts as inactive or inconclusive. Unless noted, % is scaled to controls: 0 for no effect and ±100 for the full control effect.

#1 COCCNC(=O)CSc1nc2ccc(N3CCOCC3)cc2c(=O)n1Cc1ccc(OC)cc1
#2 N#CCCSCc1ccc2oc(C(=O)O)cc2c1
#3 CN(CC(=O)Nc1ccc(F)cc1)C(=O)COC(=O)c1cccc(N(C)C)c1
#4 FC(F)(F)c1ccc2c3n(nc2c1)CCN=C3c1ccc(Cl)cc1
#5 O=C(CCN1C(=O)[C@@H]2Cc3ccccc3CN2C1=O)N[C@H](Cc1ccccc1)C(=O)O
#6 Cc1noc(C)c1C(=O)N1CCN(c2ncccn2)CC1
#7 COc1ccc(/C=N/NC(=O)CNC(=O)c2ccc3c(c2)OCCO3)cc1OC
#8 O=C(NCCc1ccccc1F)c1cccc2cccnc12
assay / compound,1,2,3,4,5,6,7,8
AMA1-RON2 inh,75%[activator],-3%,-5%,17%,22%,1%,27%,-13%
AmpC inh detg,-3%,?,-15%,-12%,?,?,-11%,-2%
Giardia FBPA inh,?,24%,.,.,-14%,-1%,7%,-10%
Sm TGR block,-4%,1%,3%,?,-17%,-5%,0%,2%
AmpC inh no detg,117%[activator],-21%,-15%,59%,-23%,-15%,-47%,44%
HCMV antiviral,101,12,26,22,-20,6,4,33

3 compounds from above with just AMA1-RON2 inh and HCMV antiviral.
item	Structure	AMA1-RON2 inh	HCMV antiviral
8	O=C(NCCc1ccccc1F)c1cccc2cccnc12	-13%	33
3	CN(CC(=O)Nc1ccc(F)cc1)C(=O)COC(=O)c1cccc(N(C)C)c1	-5%	26
5	O=C(CCN1C(=O)[C@@H]2Cc3ccccc3CN2C1=O)N[C@H](Cc1ccccc1)C(=O)O	22%	-20

Taken from above.
In HCMV antiviral, #5 has the entry -20
In Sm TGR block, #2 has the entry 1%
In HCMV antiviral, #4 has the entry 22
In AMA1-RON2 inh, #8 has the entry -13%
In Sm TGR block, #7 has the entry 0%
In AmpC inh detg, #3 has the entry -15%

Continuation.
#9 Cc1ccc(CNC(=O)c2ccc3nc(N4CCCCC4)sc3c2)cc1
#10 CN1CCN(c2nc3c(c(=O)[nH]c(=O)n3C)n2Cc2ccccc2)CC1
#11 CN(C)c1ccc(NC(=O)C2CCCN(S(=O)(=O)c3ccccc3)C2)cc1 (centres undefined)
#12 COc1ccc(NC(=O)CN(C)C(=O)c2cc3c(s2)CCCCC3)cc1
#13 Cc1ccc(C=C2C(=O)c3ccccc3C2=O)s1
#14 CCCC(=O)Nc1cc(OCC)c(NC(=O)NC2CCCCC2)cc1OCC
#15 Cc1cc(C)c(NC(=O)C2CSCCS2)c(C)c1 (centres undefined)
#16 CCN(CC)c1nc2c(c(=O)[nH]c(=O)n2C)n1CCCc1ccccc1
assay / compound,9,10,11,12,13,14,15,16
AMA1-RON2 inh,.,-16%,-19%,8%,?,5%,4%,2%
AmpC inh detg,8%,6%,3%,4%,-2%,-10%,-16%,-7%
Giardia FBPA inh,.,8%,-9%,.,-18%,-24%,2%,5%
Sm TGR block,14%,-6%,-15%,3%,0%,0%,2%,-10%
AmpC inh no detg,.,-1%,-47%,-4%,-17%,2%,-12%,19%
HCMV antiviral,38,4,-20,?,1,-17,52,-27

#17 NC(CO)(CO)COCc1ccccc1
#18 O/N=C(\c1ccccc1)C(O)c1ccccc1 (centres undefined)
#19 Brc1ccc(/C=N/Nc2ccc3ccccc3n2)cc1
#20 COc1ccccc1Nc1nc(C2(C)CCC(=O)O2)cs1 (centres undefined)
#21 O=[N+]([O-])c1ccc(/C=N/Nc2nc(-c3ccccc3)c3cc(Br)ccc3n2)o1
#22 COc1ccccc1C1C(C(=O)c2cc3ccccc3o2)=C(O)C(=O)N1c1cc(C)on1 (centres undefined)
#23 Cc1cc(C)cc(N2CC(c3nc4ccccc4n3C)CC2=O)c1 (centres undefined)
#24 O=C(NCCCC(=O)N1CCOCC1)c1cccnc1
assay / compound,17,18,19,20,21,22,23,24
AMA1-RON2 inh,7%,34%[activator],49%[activator],-5%,11%,4%,0%,0%
AmpC inh detg,?,0%,-13%,-4%,?,-17%,?,-6%
Giardia FBPA inh,0%,.,-9%,0%,1%,6%,1%,-1%
Sm TGR block,-1%,-11%,-15%,3%,-18%,-21%,-19%,6%
AmpC inh no detg,-26%,-5%,-39%,-20%,-28%,-33%,24%,-6%
HCMV antiviral,0,-37,133,97,?,-25,13,12

#25 COc1cccc(N2CCN(C(=O)c3cnc4c(-c5ccc(F)cc5)c(C)nn4c3C)CC2)c1
#26 O=C(NCCc1ccccc1)c1ccc2c(c1)N(Cc1ccccc1)C(=O)c1ccccc1S2(=O)=O
#27 O=C1NN(c2ccccc2)C(=O)/C1=C/c1ccc(-c2ccc(Cl)c(C(=O)O)c2)o1
#28 COc1ccc(C)cc1N(CC(=O)N1CCCCCC1)S(C)(=O)=O
#29 O=C(NCc1n[nH]c(=S)n1-c1ccc(Br)cc1)c1ccc(S(=O)(=O)N2CCOCC2)cc1
#30 Cc1cc(C(=O)OCC(=O)N2CCN(C(=O)c3ccco3)CC2)c(C)n1-c1ccc(F)cc1
#31 C=CCNCC(=O)N1N=C(c2ccc3ccccc3c2)CC1c1ccc(OC)cc1 (centres undefined)
#32 CC1CC1C(=O)Nc1cc(C(F)(F)F)ccc1N1CCOCC1 (centres undefined)
assay / compound,25,26,27,28,29,30,31,32
AMA1-RON2 inh,.,.,-3%,6%,24%,0%,-30%,9%
AmpC inh detg,0%,-9%,-5%,?,6%,-9%,?,0%
Giardia FBPA inh,.,.,-2%,4%,19%,7%,?,.
Sm TGR block,0%,-6%,-13%,-8%,-1%,-4%,-20%,5%
AmpC inh no detg,.,.,-23%,0%,-16%,130%[activator],5%[11.4 µM],54%
HCMV antiviral,2,3,?,8,15,-24,-31,12

#33 O=C(c1cc(Cl)ccc1[N+](=O)[O-])N1CCc2ccccc2C1
#34 Cc1cccc(NS(=O)(=O)c2ccc(-c3ccc(=O)[nH]n3)o2)c1
#35 CSc1nnc(Cc2cc(=O)[nH]c(=O)[nH]2)n1-c1cccc(C)c1
#36 CC(O)c1c(OCc2ccccc2)ncnc1OCc1ccccc1 (centres undefined)
#37 Cc1cc(-c2cc(C(=O)O)c3ccccc3n2)c(C)s1
#38 Cc1ccsc1CN(C)C(=O)c1ccc(Oc2ccccc2)cc1
#39 CC(CC(=O)O)CC(=O)Nc1ccc(S(N)(=O)=O)cc1 (centres undefined)
#40 COc1ccccc1NC(=S)N(Cc1ccc(C)cc1)Cc1cccnc1
assay / compound,33,34,35,36,37,38,39,40
AMA1-RON2 inh,-2%,-11%,11%,48%[activator],-1%,-26%,8%,8%
AmpC inh detg,2%,4%,-10%,0%,-4%,-12%,-11%,3%
Giardia FBPA inh,7%,9%,7%,5%,1%,-3%,7%,-9%
Sm TGR block,11%,40µM*,-1%,9%,.,-1%,-7%,1%
AmpC inh no detg,-17%,-11%,-13%,-19%,-25%,-4%,-13%,-8%
HCMV antiviral,-40,10,21,0,7,31,?,34

#41 Cc1ccc2nsnc2c1S(=O)(=O)N(CCO)Cc1cc2cc3c(cc2[nH]c1=O)OCCO3
#42 COc1ccccc1-c1nnc(C2CCN(S(=O)(=O)c3cccc([N+](=O)[O-])c3)CC2)o1
#43 COc1ccc(C(=O)c2ccc(OC)c(N)c2)cc1N
#44 Cc1cc(N2CCOCC2)n2ncc(-c3ccccc3Cl)c2n1
#45 COc1ccc(-c2cc3c(nn2)-c2ccccc2C3=O)cc1
#46 CCCn1nnc(NC(=O)c2ccc(F)cc2)n1
#47 COc1cc(CCC(=O)O)on1
#48 CCCCc1nn2c(=O)cc(COC(=O)c3ccc(NC(=O)c4cccc(OC)c4)cc3)nc2s1
assay / compound,41,42,43,44,45,46,47,48
AMA1-RON2 inh,0%,2%,-5%,25%,-15%,0%,-8%,.
AmpC inh detg,-8%,-10%,-5%,0%,?,-3%,-1%,?
Giardia FBPA inh,-2%,3%,16%,6%,-17%,3%,3%,.
Sm TGR block,-5%,-23%,4%,12%,0%,4%,4%,-5%
AmpC inh no detg,-20%,146%[activator],8%,61%[activator],-8%,-30%,-16%,.
HCMV antiviral,-9,0,77,157,-16,36,23,10

By substructure, those above containing an aryl thioether with sulfur outside any ring (2)
#1 COCCNC(=O)CSc1nc2ccc(N3CCOCC3)cc2c(=O)n1Cc1ccc(OC)cc1
#35 CSc1nnc(Cc2cc(=O)[nH]c(=O)[nH]2)n1-c1cccc(C)c1
assay / compound,1,35
AMA1-RON2 inh,75%[activator],11%
AmpC inh detg,-3%,-10%
Giardia FBPA inh,?,7%
Sm TGR block,-4%,-1%
AmpC inh no detg,117%[activator],-13%
HCMV antiviral,101,21

(next part)
#49 COc1cc(/C=C2\S/C(=N/S(=O)(=O)c3ccc(C)cc3)NC2=O)c([N+](=O)[O-])cc1OC
#50 Nc1[nH]c(N=NC(=O)c2ccc(Cl)cc2)c2ccccc12
#51 CCOc1ccccc1C(=O)N(Cc1cc(OC)c(OC)c(OC)c1)C1CCS(=O)(=O)C1 (centres undefined)
#52 CCN(CC)CCCNc1cc(-c2ccccc2)nc(C)n1
#53 COc1cccc(C(=O)Cn2c(N3CCCCC3)nc3c2c(=O)n(C)c(=O)n3C)c1
#54 O=C(O)CCc1ccc(-c2ccccc2)n1-c1cccc(Br)c1
#55 CCc1nnc(NC(=O)CN2C(=O)/C(=C/c3cc(OC)c(OC)c(OC)c3)SC2=S)s1
#56 CCc1ccc(CN2CCC(N3CCC(C(=O)N4CCCC4)CC3)CC2)o1
assay / compound,49,50,51,52,53,54,55,56
AMA1-RON2 inh,-4%,24%,.,.,2%,.,63%[activator],-1%
AmpC inh detg,-13%,-8%,11%,9%,-18%,14%,2%,1%
Giardia FBPA inh,3%,-5%,.,.,1%,.,0%,.
Sm TGR block,-8%,0%,0%,6%,10%,16µM*,1%,-18%
AmpC inh no detg,-45%,-26%,.,.,-7%,.,-21%,3%
HCMV antiviral,45,24,-5,2,12,25,3,4

#57 COc1ccc(-c2noc(CN(C)Cc3ccc(C)o3)n2)cc1
#58 O=C(CSc1nncs1)NC(=O)NC1CCCC1
#59 O=C(O)C1CC=CCC1C(=O)NCCCN1CCCC1=O (centres undefined)
#60 O=C(COC(=O)[C@H](Cc1ccccc1)NC(=O)c1ccco1)Nc1ccccc1
#61 COc1ccccc1NC(=O)C(Cc1ccccc1)NS(=O)(=O)c1cccc2nsnc12 (centres undefined)
#62 COC(=O)C1=NNC(C(=O)c2ccco2)C1c1ccc(OC)cc1 (centres undefined)
#63 O=C(c1ccco1)N1CCN(C(=S)NC2CC3CCC2C3)CC1 (centres undefined)
#64 CN1OC(CC(=O)O)N(c2ccc(Cl)cc2)C1=O (centres undefined)
assay / compound,57,58,59,60,61,62,63,64
AMA1-RON2 inh,6%,13%,3%,-8%,.,-12%,5%,-2%
AmpC inh detg,-2%,5%,-1%,.,0%,-5%,4%,0%
Giardia FBPA inh,-4%,-1%,8%,.,.,-1%,2%,6%
Sm TGR block,35µM*,3%,-4%,.,-11%,-2%,-6%,-7%
AmpC inh no detg,14%,-28%,-5%,-26%,.,-3%,-2%,19%
HCMV antiviral,-24,?,107,-11,-15,-64*,-16,-28
